# Screening results: PubChem BioAssay, Broad Institute
# NSD2 HMT inh – NSD2 (human) methyltransferase inhibition; O96028; NSD2 peptide methylation, AlphaScreen, 120 min; inhibition, % at 12.5 µM; 0.54% of 310,000 active; in the data active = inhibition above about 50%
# Target sequence (O96028 whole entry, looked up): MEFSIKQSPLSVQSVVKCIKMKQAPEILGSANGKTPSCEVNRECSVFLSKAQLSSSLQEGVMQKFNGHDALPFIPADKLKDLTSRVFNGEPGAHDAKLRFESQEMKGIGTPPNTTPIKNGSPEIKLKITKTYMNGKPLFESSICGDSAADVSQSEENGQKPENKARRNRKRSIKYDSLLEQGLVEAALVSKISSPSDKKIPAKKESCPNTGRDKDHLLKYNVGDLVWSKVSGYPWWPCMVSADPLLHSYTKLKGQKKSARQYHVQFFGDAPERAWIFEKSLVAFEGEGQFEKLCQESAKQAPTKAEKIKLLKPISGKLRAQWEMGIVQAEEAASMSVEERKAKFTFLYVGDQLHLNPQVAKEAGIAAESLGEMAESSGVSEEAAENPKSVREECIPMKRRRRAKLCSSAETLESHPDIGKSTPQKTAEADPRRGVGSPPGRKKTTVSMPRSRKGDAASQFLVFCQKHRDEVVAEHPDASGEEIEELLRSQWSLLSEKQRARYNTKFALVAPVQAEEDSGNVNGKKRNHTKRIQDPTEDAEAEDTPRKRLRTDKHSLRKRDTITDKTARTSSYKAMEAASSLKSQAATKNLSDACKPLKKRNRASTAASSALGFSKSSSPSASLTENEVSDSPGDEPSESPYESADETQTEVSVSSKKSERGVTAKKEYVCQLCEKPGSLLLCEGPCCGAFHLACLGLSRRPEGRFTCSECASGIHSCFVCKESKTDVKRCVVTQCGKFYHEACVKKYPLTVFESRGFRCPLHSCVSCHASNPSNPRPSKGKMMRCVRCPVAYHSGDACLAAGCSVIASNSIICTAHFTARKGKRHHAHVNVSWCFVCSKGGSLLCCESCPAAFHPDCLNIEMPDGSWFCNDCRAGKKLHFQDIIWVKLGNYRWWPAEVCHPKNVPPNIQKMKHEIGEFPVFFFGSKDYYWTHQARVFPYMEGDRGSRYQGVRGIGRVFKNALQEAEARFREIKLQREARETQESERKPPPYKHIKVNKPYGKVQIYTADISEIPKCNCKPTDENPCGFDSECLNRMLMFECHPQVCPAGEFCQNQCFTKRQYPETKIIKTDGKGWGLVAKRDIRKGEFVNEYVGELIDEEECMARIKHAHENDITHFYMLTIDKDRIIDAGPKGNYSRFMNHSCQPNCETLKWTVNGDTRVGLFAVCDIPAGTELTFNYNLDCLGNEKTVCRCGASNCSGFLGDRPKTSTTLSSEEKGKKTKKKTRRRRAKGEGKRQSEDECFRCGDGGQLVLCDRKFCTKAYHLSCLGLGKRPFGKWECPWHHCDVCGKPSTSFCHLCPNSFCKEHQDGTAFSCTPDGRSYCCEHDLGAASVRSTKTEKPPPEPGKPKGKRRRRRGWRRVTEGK
# Numbers without * were called inactive. An excerpt. The share of hits here may be higher or lower than overall.
SMILES,NSD2 HMT inh
CCCNC(=O)C1(C)CCN(C(=O)c2ccc(OC)cc2OC)C1 (stereo not drawn),-4.0
Cn1cc(-c2csc(C(C)(O)c3cccc(F)c3)n2)cn1 (stereo not drawn),-2.2
O=C(CN1CCCC1)Nc1nc(-c2ccc(Cl)cc2)cs1,11.5
CCOC(=O)N1CCN(Cc2ccc(O)c3ncccc23)CC1,5.0
O=C(NC(c1ccc(Cl)cc1)c1cnccn1)C1CCN(Cc2ccccc2)CC1 (stereo not drawn),-0.6
CC(=O)Nc1cccc(NC(=O)c2cccc(Cl)c2)c1,-0.9
CC1(C(=O)NS(=O)(=O)c2ccc(Cl)cc2)CCN1C(=O)CC1CCCC1 (stereo not drawn),-3.7
CCCCN1CCN(C(=O)c2ccc(CNC(=O)c3cccc(Br)c3)cc2)CC1,6.4
O=C(NCCCc1ccccc1)O[C@@H]1CC[C@@]23CCCN2C(=O)CCC[C@H]3C1,-1.7
COCCNC(=O)C1(C)CCCN(C(=O)c2cccc(C#N)c2)C1 (stereo not drawn),-0.6
COc1ccc(CNC(=O)[C@@H](Cc2ccccc2)NC(=O)[C@H]2O[C@@H](n3cnc4c(=O)[nH]c(N)nc43)[C@H](O)[C@@H]2O)cc1,-1.4
COCCCNC(=O)c1ccc2c(c1)NC(=O)C(C)(C)O2,-0.6
COCc1[nH]nc2c1C(c1ccc(Br)cc1)N(c1ccc(OC)cc1)C2=O (stereo not drawn),1.5
COc1ccc(C(Cl)=C(C=O)c2ccc(OC)c(OC)c2)cc1OC,2.5
COc1ccc(C(N)c2csc(NC(=O)Nc3ccccc3C(C)(C)C)n2)cc1 (stereo not drawn),-5.5
CCCCn1c(=O)[nH]c(=O)c2c1nc(-c1ccc(-c3ccc(F)cc3)o1)n2C,-2.4
CCCNC(=O)c1cc(C2CCCCN2C(=O)c2cc(F)ccc2C)on1 (stereo not drawn),4.8
COc1ccc(C(=O)Nc2ccc3nc(N4CCCCC4)cc(C)c3c2)c(OC)c1,-3.2
CC(=O)Nc1cc(-c2ccc(N3CCN(C)CC3)cc2)cn2c(-c3cccc(C(C)=O)c3)cnc12,8.8
COc1ccc(C(O)c2nc(-c3ccc4c(c3)OCO4)cs2)cc1 (stereo not drawn),0.5
CC(=O)Nc1ccc(S(=O)(=O)NCC2CCC(C(=O)NC(C)c3ccc4c(c3)OCCO4)CC2)cc1 (stereo not drawn),6.5
OC[C@@H]1CN(Cc2cccs2)C[C@H](n2cnc3c(N4CCCC4)ncnc32)O1,6.3
CCN1CCN(Cc2nc3c(c(=O)n(C)c(=O)n3C)n2CCCc2ccccc2)CC1,-0.9
COC(=O)CC1CCc2cc(C)cc(C(=O)CC(C)C)c2O1 (stereo not drawn),-3.8
CCc1nc2ccc(C(=O)NCC3CCCCC3)cn2c1N(C)C(=O)c1cccc(OC)c1,1.3

# Going on with the list.
SMILES,NSD2 HMT inh
Cc1ccc(F)cc1C(=O)N1CCOCC1c1cc(C(=O)Nc2ccccc2)no1 (stereo not drawn),0.2
CCc1nc2c(OCCOc3ccc(F)cc3)cccn2c1N(C)C(=O)c1ccccc1F,-3.9
COP(=O)(OC)OC(C(=O)c1ccccc1)c1ccccc1 (stereo not drawn),-0.5
O=C(NCc1ccc(F)cc1)c1cc(C2CCCN(C(=O)c3ccccn3)C2)on1 (stereo not drawn),-1.7
CCCCN(C(C)=O)c1c(CC)nc2ccc(C(=O)NCCOc3ccc(OC)cc3)cn12,1.2
COc1ccc(NC(=O)C2Cc3c(-c4cccc(C(C)=O)c4)ccnc3O2)cc1OC (stereo not drawn),1.1
CC1=CC(=O)C=CC1=Nc1ccc(N(C)C)cc1,0.3
CC(C)C(=O)c1cc2c(cc1NC(=O)Nc1cccc3ccccc13)OCCO2,11.8
COc1cccc(C=NNC(=S)NC2CC3CCC2C3)c1O (stereo not drawn),-3.3
COc1ccc(-c2csc(C(C)(O)c3cccnc3)n2)cn1 (stereo not drawn),0.4
CC(O)(c1ccc(F)c(F)c1)c1nc(/C=C/c2ccccc2)cs1 (stereo not drawn),-2.6
Clc1ccc(-c2nnc3n2N=C(c2ccc(-c4ccccc4)cc2)CS3)cc1,-8.4
O=C(NCc1cccnc1)c1cc(C2CCCCN2S(=O)(=O)c2cccc3cccnc23)on1 (stereo not drawn),1.9
N/C(=N\c1nc(CSc2nnnn2-c2ccccc2)cc(=O)[nH]1)Nc1ccccc1,-4.5
OC(c1cccc(CN2CCCCC2)c1)c1ncc(-c2ccccc2Cl)[nH]1 (stereo not drawn),6.1
CCc1nc2c(OCc3cccc(Cl)c3)cccn2c1N(C)C(=O)c1ccco1,-2.1
O=C(NCc1ccco1)c1ccc(-c2ccc(F)c(F)c2)c2ccoc12,-2.9
CC(=O)Nc1cccc2cc(S(=O)(=O)O)ccc12,4.8
COc1ccc(C=Nn2c(-c3n[nH]c4c3CCC4)n[nH]c2=S)cc1OCc1ccccc1,3.3
CC(=O)Nc1ccc(-c2ccnc3c2CC(C)(C(=O)Nc2cccc(Oc4ccccc4)c2)O3)cc1 (stereo not drawn),1.9
Cc1nnc(NC(=O)c2csc3c2CCCC3)s1,0.3
O=C(NCc1cccs1)c1ccc2sc([C@@H]3O[C@H](CO)[C@H](O)[C@H](O)[C@H]3O)nc2c1,-5.7
CN1CC(O)([C@H](Cc2ccccc2)NC(=O)OC(C)(C)C)OCC1C(=O)NCc1cccc2ccccc12 (stereo partly drawn),12.5
COc1ccc(-c2nn(-c3ccccc3)cc2/C=N/NC(=O)c2ccc3c(c2)OCO3)cc1,0.6
Cc1noc(C)c1C(=O)N1CCC1(C)C(=O)NS(=O)(=O)c1ccc(Br)cc1 (stereo not drawn),-0.8

# Of the compounds above, 3 have a thiophene ring, fused or not:
SMILES,NSD2 HMT inh
OC[C@@H]1CN(Cc2cccs2)C[C@H](n2cnc3c(N4CCCC4)ncnc32)O1,6.3
Cc1nnc(NC(=O)c2csc3c2CCCC3)s1,0.3
O=C(NCc1cccs1)c1ccc2sc([C@@H]3O[C@H](CO)[C@H](O)[C@H](O)[C@H]3O)nc2c1,-5.7

# Single values from the results shown:
# CC(=O)Nc1cccc(NC(=O)c2cccc(Cl)c2)c1 | NSD2 HMT inh: -0.9
# O=C(NCCCc1ccccc1)O[C@@H]1CC[C@@]23CCCN2C(=O)CCC[C@H]3C1 | NSD2 HMT inh: -1.7

# Carrying on.
SMILES,NSD2 HMT inh
CCC[C@H]1[C@@H](NC(=O)c2cccc(C(F)(F)F)c2)CC[C@@]23CCCN2C(=O)CCC[C@@H]13,-2.0
CC1(C(=O)NS(=O)(=O)Cc2cccc(Cl)c2)CCN1C(=O)Cc1ccc(Cl)cc1Cl (stereo not drawn),-3.9
CC1(C)Cc2c(sc3nnn(Cc4ccc(Cl)cc4Cl)c(=O)c23)CO1,8.4
CCCOc1ccc(F)cc1-c1cc(C(=O)NCc2ccc(C(F)(F)F)cc2)[nH]n1,-1.3
COc1ccccc1CNC(=O)c1cc(-c2ccc(F)cc2OC)n[nH]1,-6.4
CC(=O)C1=C(C)N(Cc2ccc(F)cc2)C(=S)NC1c1ccc(Br)cc1 (stereo not drawn),0.1
O=S(=O)(/N=C/c1c(O)ccc2ccccc12)c1cccs1,6.0
CCc1nc2c(OCc3ccccc3)cccn2c1N(C)C(=O)C(C)C,1.6
O=C(Nc1ccccc1N1CCOCC1)[C@@H]1O[C@H](CO)[C@H](O)[C@H](O)[C@H]1O,-2.2
COc1ccc(-c2cc(NC=O)c3ncc(-c4cccc(C(=O)NCCN(C)C)c4)n3c2)cn1,6.6
CC(=O)Nc1cc2oc3ccccc3c2cc1[N+](=O)[O-],-3.9
Cc1sc2nc(COC(=O)CNC(=O)c3ccccc3Cl)[nH]c(=O)c2c1C,-1.0
Cn1c(SCC(=O)Nc2ccccc2-c2ccccc2)nnc1-c1cnccn1,-1.8
COc1ccc(NC(=O)c2cc(-c3ccc(F)cc3C)n[nH]2)cc1OC,14.2
CC1CCN(CCC(=O)Nc2ccc3c(c2)OCCO3)CC1,1.0
CC(=O)c1ccc2c(c1)N(Cc1ccccc1)C(=O)C(C)S2 (stereo not drawn),-3.4
CNc1ccc2ncc(-c3ccccc3C(C)=O)n2n1,-0.2
CCOC(=O)C1(C)CCCN(C(=O)c2cc(C)on2)C1 (stereo not drawn),6.5
O=C(NCC(c1ccccc1)c1ccccc1)[C@H](Cc1c[nH]c2ccccc12)NC1(C(=O)NC2CCCCC2)CCCCCC1,-1.4
O=C(NC(c1ccccc1)c1ccc2ccccc2n1)C1CCN(CCOc2ccc(Cl)cc2Cl)CC1 (stereo not drawn),-2.4
CCNC(=O)C1(C)CCCN(Cc2cccc3c2OCCO3)C1 (stereo not drawn),-0.8
Cc1cc(C)cc(NC(=O)N2CCC(c3nc4ccc(Cl)cc4[nH]3)CC2)c1,-0.2
Cc1cc2c(cc1C)N1C(=N)/C(=C\c3coc4ccccc4c3=O)C(=O)N=C1S2,-0.6
O=[N+]([O-])c1cc2c(ccc3occc32)o1,-25.1
NC(c1csc(Nc2ccc(C(=O)c3ccccc3)cc2)n1)c1ccccc1Cl (stereo not drawn),0.4

# Continued.
SMILES,NSD2 HMT inh
CN1CCN(c2ncnc3c2ncn3[C@H]2CN(Cc3ccco3)C[C@@H](CO)O2)CC1,1.3
CC(=O)Nc1cccc(-c2cc(N3CCN(CCO)CC3)n3nccc3n2)c1,-4.7
CCc1nc2c(OCCOC)cccn2c1N(C)C(=O)c1ccco1,-2.5
COc1cccc(CNc2nc3cc(-c4ccccc4)sc3c(=O)n2C)c1OC,-3.9
O=C(Nc1nc2n(n1)C(c1ccc(Cl)cc1)CC(c1ccc(Cl)cc1)N2)c1ccco1 (stereo not drawn),0.4
CC1(C(=O)NS(=O)(=O)c2ccc(C#N)cc2)CCN1C(=O)Cc1ccc(-c2ccccc2)cc1 (stereo not drawn),-3.0
C=CCNc1ncnc2c1ncn2[C@H]1CN(CCN2CCOCC2)C[C@@H](CO)O1,-3.3
CCOCCn1c(=NC(=O)c2cc(Cl)sc2Cl)sc2cc(S(N)(=O)=O)ccc21,-2.5
CC(C)(C)c1ccc(-c2nnc(SCC(=O)Nc3cccc4ccccc34)n2Cc2ccco2)cc1,-0.3
CC1(Oc2ccccc2)CCN(Cc2ccc(-c3ccccn3)cc2)C1 (stereo not drawn),8.6
Nc1nc(-c2ccccc2Cl)cs1,0.1
CN1CCN(C(=O)c2ccc(-c3ccc(F)c(F)c3)c3ccoc23)CC1,2.3
Cc1[nH]c(=S)sc1Cc1ccc(Cl)c(Cl)c1,0.4
COc1ccccc1N1CCN(C(=O)c2ccc3c(c2)nc(C)n3-c2cc(OC)c(OC)c(OC)c2)CC1,-38.8
COc1ccc(C(=O)NCC2CCN(C(=O)C(=O)c3cc4ccccc4o3)CC2)cc1,-1.1
O=C(Nc1ccc(F)c(Cl)c1)c1csc(COCCO)n1,-3.9
O=C1Nc2c(Cl)cc(Cl)cc2C12Nc1ccccc1S2 (stereo not drawn),-23.9
COC(=O)N1CCCCC1c1cc(C(=O)NCc2ccccc2)no1 (stereo not drawn),-1.5
Cc1ccccc1CC1(C)C(=O)Nc2ccc(S(=O)(=O)NC3CCCCC3)cc21 (stereo not drawn),-2.8
CC(C)CCN(C(=O)COc1ccc(C#N)cc1)c1c(N)n(Cc2ccccc2)c(=O)[nH]c1=O,-7.9
O=C(NC(=O)c1ccc(Cl)cc1)Nc1ccc(-c2cnco2)cc1,-0.6
COc1cc(C(O)c2nc(-c3cncnc3)cs2)ccc1F (stereo not drawn),-1.2
NC(c1csc(NC(=O)Nc2cccc(Cl)c2)n1)C1CCCCC1 (stereo not drawn),4.3
CCOC(=O)C1(C)CCN1C(=O)c1ccc(OC)c(C(F)(F)F)c1 (stereo not drawn),-2.4
COc1cc(OC)cc(-c2noc([C@@H]3O[C@H](CO)[C@@H](O)[C@H]3O)n2)c1,27.4

# (more compounds)
SMILES,NSD2 HMT inh
CC(C)N(C)c1ncnc2c1ncn2[C@H]1CN(Cc2cccs2)C[C@@H](CO)O1,-0.4
CNc1cncc(-c2ccc(F)c(F)c2)n1,-18.7
CN(C)c1ccc(-c2ccnc3c2CC(C)(C(=O)NCc2ccco2)O3)cc1 (stereo not drawn),10.4
CC(=O)Nc1cccc(-c2ccnc3c2CC(C(=O)Nc2cccc(OC(F)(F)F)c2)O3)c1 (stereo not drawn),-5.2
Cn1c(=O)c2cc(S(=O)(=O)N3CCN(Cc4ccccc4)CC3)ccc2n(C)c1=O,-1.6
OC(c1ccc(F)c(F)c1)c1nc(-c2ccc(Cl)cc2)cs1 (stereo not drawn),-4.1
CSC1=NC=C(C#N)C2=NC(c3ccc(Cl)cc3)NN12 (stereo not drawn),-6.2
CC(C)Nc1nc(NCCOc2ccccc2Cl)c2sc(-c3ccccc3)cc2n1,4.8
CCSc1nnc(-c2ccco2)n1C,3.8
CCCCS(=O)(=O)N1CCCc2nc(-c3ccc(F)cc3)ccc21,1.2
COc1ccc(CCNC(=O)CSc2ccc(-c3ccccc3)nn2)cc1,-0.3
COc1cccc(CN2CCC2(C)C(=O)NCc2cccc(C(F)(F)F)c2)c1OC (stereo not drawn),-1.1
COc1ccc(-c2coc3c(C(=O)N4CCN(C)CC4)cccc23)c(C)c1,8.8
Cc1ccc(C=NNC(=O)C(=O)Nc2ccc(Cl)c([N+](=O)[O-])c2)cc1,7.2
O=C(CCCN1CCC(C(O)c2ccc(F)cc2)CC1)c1ccc(F)cc1 (stereo not drawn),4.6
Cc1ccccc1C([O-])=Nc1ccc[n+](-c2nc3ccccc3nc2NS(=O)(=O)c2ccccc2)c1,2.9
COc1ccc(C=Nn2c(-c3ccc(F)cc3)n[nH]c2=S)cc1OCc1ccccc1,-0.4
CCc1nc2ccc(C(=O)NCCc3c[nH]c4ccccc34)cn2c1N(C=O)CCC(C)C,1.1
CCCNC(=O)C1(C)CCN(C(=O)c2ccccc2OC(F)(F)F)C1 (stereo not drawn),0.5
Cc1cccc(-c2cc(NCCc3cccnc3)n3nccc3n2)c1,-4.3

# A different layout for two compounds above:
NSD2 HMT inh	structure
4.8	CC(=O)Nc1cccc2cc(S(=O)(=O)O)ccc12
3.3	COc1ccc(C=Nn2c(-c3n[nH]c4c3CCC4)n[nH]c2=S)cc1OCc1ccccc1

# Gathered by group: those above with a tert-butyl group.
SMILES,NSD2 HMT inh
COc1ccc(C(N)c2csc(NC(=O)Nc3ccccc3C(C)(C)C)n2)cc1 (stereo not drawn),-5.5
CN1CC(O)([C@H](Cc2ccccc2)NC(=O)OC(C)(C)C)OCC1C(=O)NCc1cccc2ccccc12 (stereo partly drawn),12.5
CC(C)(C)c1ccc(-c2nnc(SCC(=O)Nc3cccc4ccccc34)n2Cc2ccco2)cc1,-0.3
